Screening data as filed in PubChem.
tim10-1 inh – inhibits growth of tim10-1 mutant yeast; 2.2% of 330,000 active; S. cerevisiae tim10-1 ts strain growth, BacTiter-Glo, 24 h; AID 463190; inhibition, % at 20 µM;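 active means inhibition of at least 40%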;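 further: mutant grown at 25 °C; 0% = DMSO wells with yeast and 100% = wells holding no yeast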
ATG4B inh – ATG4B (human) cysteine protease inhibition. Q9Y4P1. ATG4B cleavage of LC3-PLA2, NBD-HPC fluorescence, 1 h. inhibition, % at 8.33 µM. 0.51% of 340,000 active. AID 504462; in the data active means inhibition above about 40%
Target sequence (Q9Y4P1 whole entry, looked up): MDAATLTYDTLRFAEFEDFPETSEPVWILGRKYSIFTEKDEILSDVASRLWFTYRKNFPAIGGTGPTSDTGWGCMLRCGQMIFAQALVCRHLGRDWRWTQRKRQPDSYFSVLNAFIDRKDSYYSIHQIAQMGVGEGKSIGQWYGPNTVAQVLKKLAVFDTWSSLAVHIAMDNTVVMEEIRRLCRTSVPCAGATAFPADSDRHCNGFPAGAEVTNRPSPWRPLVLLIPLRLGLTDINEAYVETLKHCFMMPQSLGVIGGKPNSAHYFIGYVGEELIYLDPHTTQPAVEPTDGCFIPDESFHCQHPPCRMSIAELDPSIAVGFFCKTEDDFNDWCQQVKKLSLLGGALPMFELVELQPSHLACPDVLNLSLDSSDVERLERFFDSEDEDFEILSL
mIAP block – mouse IAP inhibition; purified mouse IAP, CDP-Star luminescence, 30 min; inhibition, % at 10 µM; 0.2% of 330,000 active; AID 2806;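 active means inhibition of at least 40% at 10 µM in the primary screen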;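 further: plate controls were DMSO with enzyme for no effect and no enzyme wells for full effect; values of inactives mirror those of a sister screen read the other way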
mIAP activ – increases mouse intestinal alkaline phosphatase activity | AID 2805 | 0.24% of 330,000 active | muIAP, CDP-Star luminescence, 30 min; active compounds read high; 1 = vehicle-only enzyme signal, 0 = enzyme-free wells | activation factor at 10 µM;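 active means activation factor of at least 2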; further: the source names both 10 and 20 µM as test concentration; values of inactives mirror those of a sister screen read the other way
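Assay system: mouse IAP enzyme; Reagent: CDP-Star chemiluminescent phosphatase substrate; Compound: DMSO-dissolved test compounds; Incubation: 30 min, room temperature; Technique: luminescence from enzymatic CDP-Star hydrolysis; Controls: DMSO-only wells and no-enzyme negative control.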
TIM10 inh – inhibits growth of TIM10 yeast strain | S. cerevisiae TIM10 strain growth, BacTiter-Glo luminescence, 24 h | inhibition, % at 10 µM | 1.4% of 330,000 active;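 active means inhibition of 40% or more at the single tested concentration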;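 further: wild-type TIM10 isogenic control strain grown at permissive 25 °C; 0% = DMSO yeast wells and 100% = minimal medium wells without yeast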
Apaf-1 inh – blocks human Apaf-1 apoptosome activity | O14727 | reconstituted apoptosome caspase-3 activity, DEVD-Rh110 fluorescence | inhibition, % at 20 µM | 0.71% of 330,000 active; active means inhibition of at least 40% at 20 µM;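 further: plate controls were DMSO wells for no effect and DEVD-CHO caspase inhibitor wells for full effect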
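Material: reconstituted apoptosome with Apaf-1, cytochrome c, caspase-9, procaspase-3, dATP; medium: pH 7.5 Hepes buffer with CHAPS, BSA, DTT; also added: cytochrome c and DEVD-Rh110 substrate; timing: 30 min plus 50 min, RT; signal: Rh110 fluorescence intensity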
hIAP act – increases human intestinal alkaline phosphatase activity; P09923; purified human IAP, CDP-Star luminescence, 30 min; active compounds read high; 1 = vehicle-only enzyme, 0 = enzyme-free background; activation factor at 10 µM; 0.16% of 330,000 active;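 active means activation factor of the enzyme at least 2-fold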; further: the source names both 10 and 20 µM as test concentration; values of inactives mirror those of a sister screen read the other way
Target sequence (P09923 whole entry, looked up): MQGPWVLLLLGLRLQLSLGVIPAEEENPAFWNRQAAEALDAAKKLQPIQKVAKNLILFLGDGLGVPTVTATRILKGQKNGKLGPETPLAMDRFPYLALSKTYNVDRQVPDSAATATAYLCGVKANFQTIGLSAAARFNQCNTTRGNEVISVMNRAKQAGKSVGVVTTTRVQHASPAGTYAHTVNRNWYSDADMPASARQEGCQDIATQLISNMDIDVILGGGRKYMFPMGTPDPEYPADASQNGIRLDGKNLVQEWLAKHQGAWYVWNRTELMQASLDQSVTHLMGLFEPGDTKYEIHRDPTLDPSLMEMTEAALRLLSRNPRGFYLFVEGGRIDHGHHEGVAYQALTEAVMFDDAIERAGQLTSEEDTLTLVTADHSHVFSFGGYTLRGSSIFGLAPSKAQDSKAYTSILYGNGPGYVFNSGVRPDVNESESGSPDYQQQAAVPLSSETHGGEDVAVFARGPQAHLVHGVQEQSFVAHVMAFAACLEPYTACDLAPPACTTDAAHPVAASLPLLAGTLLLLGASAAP
hIAP inh – blocks human intestinal alkaline phosphatase; P09923; purified IAP, CDP-Star luminescence, 30 min; inhibition, % at 10 µM; 0.12% of 330,000 active;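 active means inhibition reaching a set limit with compound at 10 µM in the primary screen, cut at about 35% in these data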;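 further: plate controls were DMSO wells with enzyme for no effect and no-enzyme buffer wells for full effect; values of inactives mirror those of a sister screen read the other way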
NALP3 yeast inh – NALP3 inhibition in yeast. Yeast reconstituted NLRP3/ASC/caspase-1, beta-gal luminescence, 24 h. inhibition, % at 10 µM. 0.39% of 330,000 active. AID 2825;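 active means inhibition of 50% or more; inactive means inhibition below 50%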;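 further: plate controls were induced DMSO wells for no effect and uninduced yeast grown without galactose for full effect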
Active calls of the source: *; & = joins results of further samples.

SMILES	tim10-1 inh	ATG4B inh	mIAP block	mIAP activ	TIM10 inh	Apaf-1 inh	hIAP act	hIAP inh	NALP3 yeast inh
COc1ccccc1CNC(=O)c1cccc2c1C(=O)N(Cc1cccnc1)C2	26	-3	1	0.99	-7	7	1.1	-6	17
COc1cc(C(F)(F)F)c(C(=O)N(C)Cc2cc(Cl)cc(Cl)c2)cn1	25	0	6	0.94	18	-26	0.89	11	4
CCCOC(=O)C1=C(C)NC2=C(C(=O)CCC2)C1c1ccc(N(C)C)cc1 (centres undefined)	-3	-1	2	0.98	-6	-2	0.98	2	13
COC(=O)CNS(=O)(=O)c1ccc(Cc2ccc(S(=O)(=O)NCC(=O)OC)cc2)cc1	3	-9	-4	1	-20	2	0.97	3	9
O=C(CCC1CCN(Cc2ccccc2O)CC1)NC1CC1	-9	5	0	1	1	1	1	-1	1
COc1cc(C)nc(NS(=O)(=O)c2ccccc2Cl)n1	-13	4	-10	1.1	1	-3	0.96	4	19
CC(C)(C)OC(=O)NCCc1nnc(SCC(=O)c2ccc(Cl)cc2)o1	33	-16	-1	1	0	7	0.99	1	9
N#Cc1cccc(C(c2nnnn2C2CCCC2)N2CCCCCC2)c1 (centres undefined)	23	5	21	0.79	7	10	0.9	10	7
Cc1ccc(S(=O)(=O)N(CC(=O)N2CCOCC2)c2ccc(C(C)C)cc2)cc1	19	-2	-2	1	10	4	1.1	-9	9
O=C(CCN1C(=O)C2CCCCC2C1=O)Nc1nc2c(F)cc(F)cc2s1 (centres undefined)	-2	-8	-1	1	4	-3	1	-3	2
NC(=O)CC(NC(=O)Cc1cccc2ccccc12)c1ccc(NCCN2CCCCC2)c([N+](=O)[O-])c1 (centres undefined)	-17	-4	18	0.82	2	1	0.83	17	13
CN(C)/C=C1\NC(=S)N(c2ccccc2)C1=O	5	-5	8	0.92	-11	4	0.98	2	-21
C=CCn1c(CCC(=O)O)ccc1-c1ccccc1	2	-1	13	0.87	-4	-10	1.1	-7	-8
Cc1cc(NC(=O)CCC(=O)N(C2CC2)C2(C(=O)NC3CCCC3)CCC(C)CC2)no1 (centres undefined)	23	-8	3	0.97	0	11	1.1	-7	0
COc1ccc(-c2nc(-n3c(C)c(C(C)=O)c(C(C)=O)c3C)sc2C)cc1OC	23	-1	-7	1.1	16	10	0.89	11	8
COc1cc(CNCCNCC(C)O)ccc1OCc1ccc(Cl)nc1 (centres undefined)	9	-8	-7	1.1	-14	8	1	-4	11
COc1ccc(-c2cc(C(=O)NC3CCCCC3)no2)cc1OC	-11	-9	-1	1	10	-1	0.97	3	-12
Cc1cc(=O)oc2cc(OCC(=O)Nc3ccc(CN4CCOCC4)cc3)ccc12	8	5	3	0.97	-8	-4	1.1	-15	7
COc1cc(-c2nnc(SCC3(c4ccccc4)OCCO3)o2)cc(OC)c1OC	2	-9	11	0.89	10	6	0.98	2	4
O=C(CCSc1ccccc1)NCC1CCCO1 (centres undefined)	10	-9	-4	1	6	0	0.98	2	-4
CCCCc1c(C)nc2c(OC)cccc2c1SCCC(=O)O	1	31	4	0.96	20	-5	1	-3	-21
Cc1ccc(N(CC(=O)Nc2ccccc2C(=O)N2CCOCC2)S(C)(=O)=O)cc1	-3	-2	10	0.9	-18	6	1.1	-15	-2
FC(F)(F)c1cccc(-c2cc(C3CCNCC3)[nH]n2)c1	2	-7	-3	1	18	4	1	-2	18
CC(C)N1CCN(Cc2coc3ccccc3c2=O)CC1CCO (centres undefined)	9	6	2	0.98	20	-7	1.1	-12	5

An excerpt from above with just hIAP inh and NALP3 yeast inh.
compound	hIAP inh	NALP3 yeast inh
COc1ccc(-c2cc(C(=O)NC3CCCCC3)no2)cc1OC	3	-12
COc1cc(CNCCNCC(C)O)ccc1OCc1ccc(Cl)nc1 (centres undefined)	-4	11

Additional compounds follow.
SMILES	tim10-1 inh	ATG4B inh	mIAP block	mIAP activ	TIM10 inh	Apaf-1 inh	hIAP act	hIAP inh	NALP3 yeast inh
COc1ccc(C(=O)Oc2cc(/C=N/NS(=O)(=O)c3ccc(C)cc3)ccc2OC)cc1	0	-6	5	0.95	-9	15	0.89	11	22
O=C(NCC1COc2ccccc2O1)C1CCCN(S(=O)(=O)c2cccc3nsnc23)C1 (centres undefined)	12	-14	2	0.98	-2	4	0.96	4	7
COc1cccc(N/C=C/c2onc(C)c2[N+](=O)[O-])c1	19	2	10	0.9	-2	-2	1	-4	13
COc1cc(C(c2nnnn2C(C)(C)C)N2CCN(C)CC2)cc(OC)c1OC (centres undefined)	6	-1	-3	1	2	-2	1.1	-11	21
Cc1[nH]c2ccccc2c1/C=N/NC(=S)NCc1ccccc1	19	-6	2	0.97	32	4	1.1	-5	18
CCCc1cc(C(=O)Nc2ccccc2SC)no1	18	4	3	0.97	17	-1	1	-2	28
Cc1c(CNC(=O)C2CCC(=O)N(CCc3ccccc3)C2)cnn1C (centres undefined)	3	0	3	0.97	0	10	1.1	-13	9
CCCC[N+](CC#CCO)(CC#Cc1ccccc1)CCCC	0	-8	-7	1.1	8	-15	0.99	0	11
CC(C)c1ccc(C(C(=O)NC2CCCC2)N(C(=O)c2csnn2)C2CC2)cc1 (centres undefined)	21	1	2	0.98	2	7	0.89	11	9
CCOc1ccc(NC(=O)CSc2nnc(CNC(=O)c3ccco3)o2)cc1	5	-17	8	0.92	-1	-9	1.4	-38	-7
COc1ccc(C(=O)NCc2cn3ccsc3n2)cc1OC	-14	-3	-6	1.1	-16	-6	1	0	14
N=C1C(c2nc3ccccc3s2)=C(O)CN1NC(=O)c1ccccc1[N+](=O)[O-]	3	-3	9	0.91	-7	-1	1.4	-37	6

Random excerpt: five records from the list
SMILES	tim10-1 inh	ATG4B inh	mIAP block	mIAP activ	TIM10 inh	Apaf-1 inh	hIAP act	hIAP inh	NALP3 yeast inh
N=C1C(c2nc3ccccc3s2)=C(O)CN1NC(=O)c1ccccc1[N+](=O)[O-]	3	-3	9	0.91	-7	-1	1.4	-37	6
CC(C)c1ccc(C(C(=O)NC2CCCC2)N(C(=O)c2csnn2)C2CC2)cc1 (centres undefined)	21	1	2	0.98	2	7	0.89	11	9
CCCc1cc(C(=O)Nc2ccccc2SC)no1	18	4	3	0.97	17	-1	1	-2	28
COc1cc(C(c2nnnn2C(C)(C)C)N2CCN(C)CC2)cc(OC)c1OC (centres undefined)	6	-1	-3	1	2	-2	1.1	-11	21
COc1ccc(C(=O)NCc2cn3ccsc3n2)cc1OC	-14	-3	-6	1.1	-16	-6	1	0	14

Carrying on.
SMILES	tim10-1 inh	ATG4B inh	mIAP block	mIAP activ	TIM10 inh	Apaf-1 inh	hIAP act	hIAP inh	NALP3 yeast inh
O=C1C2C3C=CC(C3)C2C(=O)N1/N=C/c1ccc(-c2ccccc2[N+](=O)[O-])o1 (centres undefined)	1	0	12	0.88	-7	3	1.1	-11	12
CC1(C)CC(=O)c2cnc(N)nc2C1	2	-5	12	0.88	3	5	0.93	7	-3
Cc1nn(CC(=O)NNC(=O)c2ccccc2F)c([N+](=O)[O-])c1Br	-1	-6	9	0.91	12	-26	0.94	6	11
O=c1ccccn1Cc1c(Cl)cccc1Cl	1	-3	-4	1	8	0	0.91	9	3
CCCC1=NN2C(=N)/C(=C\c3cc(C)n(Cc4ccccc4)c3C)C(=O)N=C2S1	3	-4	0	1	-12	-16	0.99	1	-13
Cc1nnc(Nc2ccc(Cl)c(C(F)(F)F)c2)[nH]c1=O	22	-3	-2	1	6	-2	1.3	-34	-17
COc1cc2ccc(=O)oc2c(O[C@@H]2O[C@H](CO)[C@@H](O)[C@H](O)[C@H]2O)c1O	8&-3	-3&-1	-1&9	1&0.91	2&-3	1&-7	1&0.96	-4&4	3&4
COCCN(C(=O)Cc1ccc(OC)c(OC)c1)c1nc(-c2cc(OC)ccc2OC)cs1	14	0	6	0.94	9	16	0.98	2	-2
N#Cc1cnc(Sc2ccccc2)nc1	7	-1	0	1	-4	-12	0.97	3	8
CC1COc2ccccc2N1C(=O)c1ccccc1Cl (centres undefined)	1	8	-11	1.1	0	8	1	-2	20
CC(C)[C@H](NC(=O)c1ccccc1)C(=O)OCc1nnc(-c2ccccc2)o1	4	0	-5	1.1	-10	12	1	-3	16
O=S(=O)(c1ccc(Br)s1)N1CCC(Cc2ccccc2)CC1	21	5	9	0.91	21	-1	0.93	7	22

Entries of single compounds, looked up by structure. Order of values: tim10-1 inh	ATG4B inh	mIAP block	mIAP activ	TIM10 inh	Apaf-1 inh	hIAP act	hIAP inh	NALP3 yeast inh
O=C(CCSc1ccccc1)NCC1CCCO1 (centres undefined) in the list: 10	-9	-4	1	6	0	0.98	2	-4
COCCN(C(=O)Cc1ccc(OC)c(OC)c1)c1nc(-c2cc(OC)ccc2OC)cs1 in the list: 14	0	6	0.94	9	16	0.98	2	-2
Cc1[nH]c2ccccc2c1/C=N/NC(=S)NCc1ccccc1 in the list: 19	-6	2	0.97	32	4	1.1	-5	18
CCCC1=NN2C(=N)/C(=C\c3cc(C)n(Cc4ccccc4)c3C)C(=O)N=C2S1 in the list: 3	-4	0	1	-12	-16	0.99	1	-13
Cc1c(CNC(=O)C2CCC(=O)N(CCc3ccccc3)C2)cnn1C (centres undefined) in the list: 3	0	3	0.97	0	10	1.1	-13	9

New compounds follow
SMILES	tim10-1 inh	ATG4B inh	mIAP block	mIAP activ	TIM10 inh	Apaf-1 inh	hIAP act	hIAP inh	NALP3 yeast inh
CC(C)OC(=O)CCC(=O)Nc1ccc(F)cc1	12	3	8	0.92	0	-1	1.1	-5	8
CS(=O)(=O)N1CCN(C(=O)c2cc(-c3cccnc3)nc3ccc(Cl)cc23)CC1	4	-3	-3	1	5	5	1	-3	13
CCOC(=O)c1ccccc1NC(=O)C1=COCCO1	28	5	-2	1	11	8	0.9	10	39
CC1(C)CC(=O)c2c(nn(-c3ccccc3)c2N)C1	0	-5	-19	1.2	-11	-4	1.2	-22	8
Cc1cccc(NC(=O)Nc2ccc3c(c2)N(C)C(=O)CS3)n1	18	4	-12	1.1	4	10	0.96	4	-12
CCCc1ccc2oc(C(=O)NCCc3cnn(C)c3)c(C)c2c1	19	-8	-5	1.1	4	7	1.1	-7	10
COc1ccc(C(=O)NNC(=O)CN(C)S(=O)(=O)c2ccc(Cl)cc2)c(OC)c1OC	-12	5	3	0.97	-7	-5	1.2	-19	13
O=C(c1cc([N+](=O)[O-])ccc1N1CCCCC1)N1CCc2ccccc21	19	-5	14	0.86	6	-2	1	0	3
Cn1c2ccccc2c2cc(/C=C(\NC(=O)c3ccccc3)C(=O)O)ccc21	-1	14	2	0.98	12	4	1.3	-27	3
CCOC(=O)CNS(=O)(=O)c1ccc(S(=O)(=O)N2CCCC2)cc1	7	-7	10	0.9	3	-23	0.95	5	0
CCCCCCNC(=O)Nc1ccccc1	4	2	-12	1.1	20	-13	1.1	-10	7
CC(NC(=O)Cn1cnnn1)C12CC3CC(CC(C3)C1)C2 (centres undefined)	16	-7	0	1	5	0	0.91	9	15
COc1ccc2c(COC(=O)CNS(=O)(=O)c3ccccc3)cc(=O)oc2c1	-5	-41	-5	1	8	-9	0.91	9	0
